Bioassay records from PubChem BioAssay.
uPA generation = cell surface uPA generation inhibition. cell surface uPA generation assay, qHTS. AID 540303. Potency, µM (series often up to 38.3 µM), for the others: at the top dose activity change, negative = inhibition, actives largely listed as inhibitors. 0.31% of 330,000 active; active means well fitted inhibition curve with a large enough effect; inconclusive means small, poorly fitted or top-dose-only effect; inactive means no such curve, though single readings can be large or run the other way; tested in mouse RAW 264.7 cells; further: potency means the concentration at half of the fitted maximal effect; on the % scale 0 is the no-effect control and ±100 the full control effect; nearly all actives have a fitted effect of over 55% in size
Coupling enz = counter-screen for Giardia aldolase inhibitors: coupling enzyme system; activity change, negative = inhibition, % at 58.2 µM, hits read low; 0.67% of 290,000 active; AID 2472; coupling enzyme system counterscreen, AmpLite Red fluorescence; in the data active means activity change below about -30%; further: on the % scale 0 is the no-effect control and ±100 the full control effect
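Counterscreen lacking aldolase: glyceraldehyde-3-phosphate coupling-enzyme reagent preincubated 10 min at RT with compound (at 57.5 uM final), then substrate/coupling system with AmpLite Red added; fluorescence read at 525/598 nm after 20 min RT.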
KCNH2 3.1 block = KCNH2 3.1 (human) potassium channel inhibition; U2OS KCNH2 3.1, thallium flux FluxOr; hits give low values; activity change, % (tested at about 1.8 µM); 0.95% of 340,000 active; AID 720553;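 active means maximum activity change below -70%; inconclusive means maximum activity change from -70% to -50%; inactive means maximum activity change above -50%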;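 further: thallium influx rate constant from kinetic fluorescence after stimulation buffer; on the % scale 0 is the no-effect control and ±100 the full control effect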
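Thallium flux via FluxOr fluorescence (Red40 quencher, 45 min loading) in U2OS cells virally expressing the KCNH2 3.1 isoform (1.77 x 10^8 /mL virus, overnight at 37 C). Rate constants from 2-min kinetic reads post-stimulation, normalised to positive and negative controls.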
RORgamma inh = ROR gamma (mouse) transcription inhibition. P51450. Drosophila S2 Gal4-RORgamma UAS-luciferase reporter, 20 h. Potency, µM (highest dose often 53.6 µM), without a hit: at the top dose activity change, negative = inhibition, usual class: inhibitors. 5.4% of 310,000 active. AID 2551; further: potency means the concentration at half of the fitted maximal effect; on the % scale 0 is the no-effect control and ±100 the full control effect; nearly all actives have a fitted effect of over 60% in size
Target sequence (P51450 whole entry, looked up, the tested form may be a part): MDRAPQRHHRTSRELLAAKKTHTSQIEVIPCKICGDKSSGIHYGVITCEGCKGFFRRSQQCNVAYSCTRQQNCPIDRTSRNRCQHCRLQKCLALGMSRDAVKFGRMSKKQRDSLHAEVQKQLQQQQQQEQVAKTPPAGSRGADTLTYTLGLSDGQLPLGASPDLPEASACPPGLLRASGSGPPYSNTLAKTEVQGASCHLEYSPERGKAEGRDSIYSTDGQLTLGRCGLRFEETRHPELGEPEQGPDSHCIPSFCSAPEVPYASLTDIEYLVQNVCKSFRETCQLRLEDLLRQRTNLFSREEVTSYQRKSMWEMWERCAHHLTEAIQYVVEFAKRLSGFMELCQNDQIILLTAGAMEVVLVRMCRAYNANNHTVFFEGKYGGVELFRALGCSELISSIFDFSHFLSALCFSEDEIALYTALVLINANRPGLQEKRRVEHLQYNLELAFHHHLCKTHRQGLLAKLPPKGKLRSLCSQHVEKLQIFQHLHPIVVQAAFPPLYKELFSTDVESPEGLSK
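Schneider cells (Drosophila), stable Gal4 DBD–ROR gamma + UAS-luc; 1 hr cmpd preincubation; Cu2+ induction 700 uM final; 20 hr ambient; luminescence.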
NPC1 prom act = activators of NPC1 promoter; Huh7 NPC1 promoter luciferase reporter, 24 h; Potency, µM (series often up to 9.22 µM), inactives show at the top dose activation, actives largely listed as activators; 2.4% of 320,000 active; AID 485313;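 further: potency means the concentration at half of the fitted maximal effect; % of control where 0% means no effect; nearly all actives have a fitted effect of over 60% in size; reporter is driven by a mutant NPC1 promoter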
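In 1536-well qHTS, Huh7 cells harboring an NPC1 promoter–luciferase construct received compound for 24 h; activation was quantified by luminescence following luciferase reagent addition.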
FLuc counter = counter-screen for miR-21 project: firefly luciferase inhibitors or activators. purified FLuc, Km substrates, luminescence inhibition. Potency, µM (top dose mostly 57.5 µM), for the others: at the highest dose activity change, negative = inhibition, usual class: inhibitors. 6.9% of 360,000 active;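 further: potency means the concentration at half of the fitted maximal effect; plate controls were vehicle for no effect and reference inhibitor for full effect; nearly all actives have a fitted effect of over 55% in size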
Target sequence (P08659 whole entry, looked up): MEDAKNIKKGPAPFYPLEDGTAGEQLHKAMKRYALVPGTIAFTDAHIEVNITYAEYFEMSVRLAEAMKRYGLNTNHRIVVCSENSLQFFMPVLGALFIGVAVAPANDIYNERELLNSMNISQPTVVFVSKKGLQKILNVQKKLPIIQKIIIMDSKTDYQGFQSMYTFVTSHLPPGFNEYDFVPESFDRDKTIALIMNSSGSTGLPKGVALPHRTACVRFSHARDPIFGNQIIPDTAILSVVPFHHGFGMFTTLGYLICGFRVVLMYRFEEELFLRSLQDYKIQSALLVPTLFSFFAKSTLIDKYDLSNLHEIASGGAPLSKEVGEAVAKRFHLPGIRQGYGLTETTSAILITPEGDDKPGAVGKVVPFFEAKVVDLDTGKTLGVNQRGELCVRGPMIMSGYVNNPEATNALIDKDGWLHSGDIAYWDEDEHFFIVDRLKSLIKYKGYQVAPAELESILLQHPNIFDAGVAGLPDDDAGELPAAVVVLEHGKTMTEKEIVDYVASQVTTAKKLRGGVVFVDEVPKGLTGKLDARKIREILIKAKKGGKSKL
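Purified P. pyralis luciferase (10nM final) with 10uM D-luciferin and 10uM ATP (Km levels) in 50mM Tris acetate pH 7.5, 10mM Mg acetate, 0.01% Tween-20, 0.05% BSA; qHTS 6-point titration, ~60 µM downward; luminescence read.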
Rab9 prom act = activates the Rab9 promoter. Potency, µM (titrated, usually from 9.22 µM), for the others: at the highest dose activation, negative = inhibition, usual class: activators. 2.8% of 320,000 active. Huh7 Rab9 promoter-luciferase reporter, luminescence, 24 h; further: potency means the concentration at half of the fitted maximal effect; % of control where 0% means no effect; nearly all actives have a fitted effect of over 60% in size
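Luminescence read-out: Huh7 cells stably expressing Rab9-luciferase, treated 24 h with compound at 37 °C, then lysed with luciferase reagent for 10 min at ambient before reading.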
Giardia kill = kills Giardia lamblia; Giardia lamblia trophozoite viability; activity change, % at 7.66 µM, hits read low; 0.15% of 340,000 active; in the data active means activity change below about -80%; inconclusive means between about -30% and that limit;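 further: parasites exposed to compound for two days anaerobically before the ATP read; on the % scale 0 is the no-effect control and ±100 the full control effect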
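Trophozoite viability was measured as ATP-dependent luminescence, read 15-30 min after reagent addition. Before that, parasites at 100 cells/well were exposed to compounds for 48 h, anaerobically, at 37 deg C.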
Tb PFK block = blocks T. brucei phosphofructokinase; 0.17% of 330,000 active; Potency, µM (highest dose often 57.5 µM), without a hit: at the highest dose activity, negative = inhibition, actives largely listed as inhibitors; O15648; T. brucei PFK, ADP-Glo luminescence;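 further: potency means the concentration at half of the fitted maximal effect; 0% = uninhibited 1x PFK enzyme wells and -100% = no-enzyme wells; nearly all actives have a fitted effect of over 60% in size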
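1.25 nM PFK with 0.5 mM F6P and 0.1 mM ATP in 0.1 M TEA pH 8.0, 5 mM MgCl2, incubated 45 min at room temperature; ADP measured by ADP-Glo luminescence; compounds titrated up to 57 uM.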
ELG1 genotox = induces genotoxicity in HEK293T cells with luciferase-tagged ELG1 | HEK293T ELG1-luciferase reporter, luminescence, 16 h | Potency, µM (series often up to 46 µM), without a hit: at the top dose activity change, positive = activation, usual class: activators | 1.3% of 330,000 active; further: potency means the concentration at half of the fitted maximal effect; % of control where 0% means no effect; nearly all actives have a fitted effect of over 60% in size
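Cells (2,000/well) expressing the ELG1-luciferase fusion are dosed by pin tool and kept 16 hr at 37 °C, 5% CO2. Signal comes from ONE-Glo luciferase reagent after 30 min at room temperature.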
VP16 counter = counter-screen for ROR gamma inhibitors: Gal4-VP16 reporter; Drosophila S2 Gal4-VP16 UAS-luciferase, luminescence, 20 h; Potency, µM (titrated, usually from 53.6 µM), for inactives: at the highest dose activity, negative = inhibition, usual class: inhibitors; 3.5% of 310,000 active;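 further: Gal4-VP16 expression switched on by copper sulfate through the metallothionein promoter; potency means the concentration at half of the fitted maximal effect; on the % scale 0 is the no-effect control and ±100 the full control effect; nearly all actives have a fitted effect of over 50% in size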
* = called active by the depositor; ? = inconclusive; . = not tested or not shown; & = joins results of further samples; [ ] = another dose, or the depositor's remark. Unless noted, the call rests on the fitted dose curve; in most records, active means well fitted curve in the direction sought with a large enough effect; inconclusive means small, poorly fitted or top-dose-only effect, or another doubt; inactive means no such curve, though single readings can be large; an effect the other way counts as inactive or inconclusive.

Each structure is followed by: FLuc counter	Rab9 prom act	Giardia kill	VP16 counter	uPA generation	Tb PFK block	Coupling enz	ELG1 genotox	NPC1 prom act	KCNH2 3.1 block	RORgamma inh
> COC(=O)c1nc2n(n1)C(c1ccc(OC)c(OC)c1OC)C1=C(CCCC1=O)N2 (stereo unspecified)
→ 1%	-4%	-23	4%	2%	-11%	-2	1%	10%	2	4%
> Cc1c(N=C2C(=O)Nc3ccccc32)c(=O)n(-c2ccccc2)n1C
→ -1%	-3%	-12	0%	-1%	-4%	-2	0%	2%	-1	-2%
> CC(=O)Oc1ccc(N2C(=O)C3C(C2=O)C2(C)C=CC3(C)O2)cc1 (stereo unspecified)
→ ?	-35%[inhibitor]	.	4.5µM*	.	-17%	-3	-6%	-11%	.	4µM*
> NNC(=O)c1ccc(N2CCc3ccccc32)c([N+](=O)[O-])c1
→ -15%	1%	-14	-1%	3%	1%	2	-4%	-2%	-11	?
> COc1ccc(C(=O)NC(C)CCc2ccccc2)cc1 (stereo unspecified)
→ -8%	26%	-5	0%	1%	0%	-1	8%	19%	-4	3%
> CCN(CC(=O)NCc1cccs1)C(=O)c1cc(S(=O)(=O)NCc2ccccc2)ccc1C
→ 3%	-3%	6	.	-3%	4%	.	-6%	-2%	10	.
> O=C(NCc1ccco1)c1ccccc1O
→ 2%	3%	7	-2%	-1%	-3%	-2	0%	3%	-1	?
> CCOC(=O)c1ccc(NC(=O)c2nc[nH]c2C(=O)N(CC)CC)cc1
→ 8%	-7%	30[activator]	?	9%	4%	3	5%	2%	-3	11µM*
> CCC(=O)c1cc(F)c(N2CCN(C(=O)Cc3ccccc3)CC2)cc1C
→ 6%	-2%	-2	13µM*	1%	-4%	1	-4%	-6%	3	11%
> CCCc1nnc(NC(=O)CN2CCOCC2)s1
→ 2%	-12%	-1	-9%	3%	-2%	0	0%	2%	1	-3%
> CC1(C)CC(=O)C2=C(C1)N(c1ccc(F)cc1)C(=O)CC2c1cccnc1 (stereo unspecified)
→ -1%	-2%	6	0%	2%	-3%	1	4%	-1%	2	-12%
> CN(C)c1ccc(/C=C/c2ccc3c4ccccc4ccc3[n+]2-c2ccccc2)cc1
→ 27µM*	-41%[inhibitor]	10&8	?	-15%	-11%	-2	-4%&-13%	-47%[inhibitor]	7	1.4µM*
> Cc1ccc(N(C(=O)C2COc3ccccc3O2)C(C(=O)NC2CCCCC2)c2cn(C)nc2C)cc1 (stereo unspecified)
→ 0%	-3%	.	0%	.	0%	3	-2%	-1%	.	?
> O=S(=O)(Oc1ccc(Cl)cc1)c1cccc2cccnc12
→ ?	-1%	-2	3%	8%	0%	-8	1%	-2%	-2	33%
> COc1ccc(CC(=O)NC2CC(C)(C)NC(C)(C)C2)cc1OC
→ -2%	2%	15	-1%	0%	3%	5	-7%	-11%	0	-25%
> CCC(=O)NNc1nc2c(C)cc(C)cc2s1
→ -10%	-3%	-2	?	13%	-3%	0	16%	29%	-16	13µM*
> Cn1cccc1/C=C(/C#N)c1ccc(F)cc1
→ -8%	1%	-5	4%[10 µM]	0%	-6%	1	-12%	-3%	10	-2%
> CCOC(=O)C1CCN(C(=O)CSCCSCC(=O)N2CCC(C(=O)OCC)CC2)CC1
→ 0%	3%	-5	-1%	-1%	4%	1	-8%	4%	-4	16%
> COc1cn(-c2ccccc2)nc1C(=O)NCc1ccc(C)cc1
→ -10%	-3%[1.84 µM]	2	-2%	1%	1%	0	1%	1%	-7	16%
> CC(c1ccccc1)n1cc(C(=O)NCc2ccncc2)nn1 (stereo unspecified)
→ -3%	1%	18	-10%	2%	0%	2	0%	-5%	6	-8%
> Cc1cccc(OCC(=O)NCC(=O)N/N=C/c2cccnc2)c1
→ -4%	-10%	-27	-2%	2%	-9%	-5	0%	0%	6	12%
> O=C(Nn1c(-c2ccccc2)nc2ccccc2c1=O)c1cccs1
→ 10%	-12%	-2	-5%	-2%	-15%	4	2%	0%	5	9%
> COc1ccc(CN2CC(COCc3ccccc3)Oc3ccccc3S2(=O)=O)cc1 (stereo unspecified)
→ .	.	-11	.	-10%	-6%	.	-2%	.	-12	.
> O=C(Cc1cccs1)N/N=C\c1ccc([N+](=O)[O-])s1
→ -13%	-5%	-85*	?	?	-9%	-4	-4%	-2%	-9	?
> COc1ccc(OCC(=O)Nc2ccccc2C(=O)N2CCCC2)cc1
→ 5%	-3%	1	-2%	4%	-1%	2	1%	-3%	10	-1%
> Cc1nc(NC(=O)CN2CCC(O)(c3ccc(F)cc3)CC2)sc1C
→ ?	1%	-5	-2%	1%	-1%	0	2%	-1%	-1	15%
> COC(=O)c1sccc1NC(=S)Nc1ccc(C)cc1
→ ?	7%	-5	-4%	0%	29%	-12	7%	1%	5	12%
> COCCNC(=O)COC(=O)/C=C/c1c(C)nn(Cc2ccc(Cl)cc2Cl)c1Cl
→ 3%	-15%	-7	?	-13%	-1%	6	-4%	-5%	-19	31%
> CS(=O)(=O)N(CC(=O)N1CCCCC1)Cc1ccc(Cl)cc1
→ 1%	1%	15	0%	-1%	-1%	5	0%	-2%	11	-3%
> CCOC(=O)c1nn(-c2ccccc2)c2nc(Nc3ccccc3)cc(=O)n12
→ 1%	0%	-19	1%	1%	0%	1	-4%	1%	1	10%
> OCCC1CN(Cc2cccn2-c2nccs2)CCN1Cc1ccc(F)c(F)c1 (stereo unspecified)
→ 1%	-4%	-25	-6%	-3%	-3%	0	-4%	1%	-85*	-4%
> COc1ccc(CCC(=O)Nc2ccc(OC)c(S(=O)(=O)N3CCCCC3)c2)cc1OC
→ 4%	-8%	8	.	3%	3%	.	-3%	-1%	1	.
> Cc1ccc([N+](=O)[O-])cc1NC(=O)CSc1nncn1-c1ccccn1
→ -3%	-3%	-25	-11%	0%	-1%	2	-3%	-4%	9	-7%
> O=C(NCc1cc(C(F)(F)F)ccc1Cl)c1cccc2c1C(=O)c1ccc(N3CCC(Cc4ccccc4)CC3)cc1S2(=O)=O
→ .	.	-2	.	2%	4%	.	0%	.	-1	.
> Cc1cc(NC(=O)CCC(=O)N(Cc2ccco2)C(C(=O)NC2CCCCC2)c2cccs2)no1 (stereo unspecified)
→ 1%	-2%	6	-2%	-2%	-1%	4	1%	-3%	-7	?
> Cc1cccc(Cl)c1OCCCCn1ccnc1
→ 3%[2.3 µM]	-4%	18	19%	.	-9%	1	-8%	1%	-4	16µM*
> O=C(O)Cc1ccc(C(=O)c2ccccc2)s1
→ -19%	-1%	-12	4%	3%	0%	7	0%	-2%	6	1%
> O=c1oc2ccccc2c(O)c1/C=N/c1ccccn1
→ 11µM*	2%	-7	-5%	2%	1%	-2	-3%	-5%	10	?
> O=C(CN1CCN(Cc2ccccc2Cl)C1=O)NCc1cccnc1
→ 4%	-12%	17	0%	?	1%	1	-8%	-1%	-10	24%
> Cc1ccc(C)c(NC(=O)Cn2nnc(C(=O)NCc3cccs3)c2N)c1
→ 0%	-22%	-3	-8%	0%	1%	4	?	-21%	-4	-36%
> CN(C)CCCN(C(=O)CCSc1ccccc1)c1nc2cc3c(cc2s1)OCO3
→ 1%	-5%	20	-21%	-2%	-3%	0	-1%	-6%	-35	?
> CC(=O)Nc1ccc(NC(=S)NC(=O)/C=C/c2ccccc2)cc1
→ 0%	0%	-16	10%	-11%	-7%	-3	-6%	-8%	-9	3%
> Cc1ccc(S(=O)(=O)NCc2csc(C)n2)c(C)c1
→ 1%	5%	-4	10%	0%	-3%	-2	0%	-3%	-1	11%
> O=C(Nc1sc2c(c1C(=O)c1ccccc1)CCCC2)c1cccnc1
→ -1%	0%	-3	2%	3%	-3%	0	0%	-1%	-9	-20%
> O=C(NC1CCCCC1)C(c1ccc(F)cc1)N(CCc1ccccc1)C(=O)CN1C(=O)c2ccccc2S1(=O)=O (stereo unspecified)
→ 8%	-14%	2	-20%	1%	4%	2	7%	-10%	-5	-7%
> Cc1ccc(-c2nc(N/N=C/c3cccc([N+](=O)[O-])c3)c3ccccc3n2)cc1
→ 0.54µM*	-3%	-7	5%	.	1%	0	0%	?	2	6%
> CCOC(=O)Cn1c(=NC(=O)CN2C(=O)CCC2=O)sc2cc(S(N)(=O)=O)ccc21
→ -2%	-4%	-11	-10%	3%	-1%	3	-1%	-1%	1	-3%
> CCOc1ccc2c(c1)s/c(=N\S(=O)(=O)c1ccc(OC)cc1)n2C(F)F
→ 3%	.	-9	-9%	0%	.	-3	.	.	-15	?
> Cc1cc(C)c2ccc(NN)nc2c1O
→ 3%	9%	-8	10µM*	-1%	-1%	-1	-1%	-4%	2	6.3µM*
> COc1cc(C2OC(c3cc(OC)c(OC)c(OC)c3)C(C)C2C)cc(OC)c1OC (stereo unspecified)
→ 4%	0%	-26	1%	6%	1%	3	-1%	-3%	1	13%
> COc1ccc(C2(c3ccc(OC(C)=O)cc3OC(C)=O)CC(c3ccccc3)NC(=S)N2)cc1 (stereo unspecified)
→ -3%	-8%	7	-4%	?	-4%	1	8%	-1%	-13	-44%
